TMEM16A act: activates or potentiates the mouse TMEM16A chloride channel; Q8BHY3; HEK293 TMEM16A/YFP-H148Q/I152L, iodide quench fluorescence; active compounds read low; B-score at 10 µM; 340,000 tested, 0.3% active;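 active = fluorescence-ratio B-score plate-corrected deviation score at least 3 library SD below zero, with starting fluorescence score within 5 deviations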;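 note: channel opened by trigger with iodide after compound preincubation; score built on the fluorescence ratio of max minus min over baseline; more negative score means more quench and so TMEM16A activation or potentiation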
TRPC6 inh: mouse TRPC6 channel inhibition; Q61143; HEK293-TRPC6, membrane potential dye, ACh-evoked depolarization; active compounds read low; B-score at 10 µM; 310,000 tested, 1.1% active;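 active = B-score under library mean minus 3 SD, initial fluorescence not abnormally high, positive integrated signal ratio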;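 note: B-score derived from integrated fluorescence ratio over the kinetic read; more negative B-score means stronger inhibition of depolarization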
TMEM16A inh: mouse TMEM16A channel inhibition, primary screen. HEK293 TMEM16A/YFP iodide influx fluorescence, ionomycin. 310,000 tested, 1.2% active. normalized B-score (activity score, 25-100; higher = stronger inhibition) at 10 µM. AID 588511;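 active = ratio plate-corrected score three or more library SD toward inhibition, starting fluorescence score within five deviations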;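 note: score derived from kinetic fluorescence span divided by baseline fluorescence per well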
TRPC4 potent: TRPC4 (mouse) allosteric potentiation | Q9QUQ5 | HEK293 TRPC4beta/mu-opioid, DAMGO EC20, Fluo-4 Ca2+ flux; active compounds read high | AID 2227 | 310,000 tested, 0.42% active | B-score at 10 µM;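 active = B-score of calcium response area above 5 SD of library B-scores, with initial fluorescence ratio within 5 SD of library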;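 note: B-score of integrated fluorescence ratio over time as area under calcium response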
Target sequence (Q9QUQ5 whole entry, looked up): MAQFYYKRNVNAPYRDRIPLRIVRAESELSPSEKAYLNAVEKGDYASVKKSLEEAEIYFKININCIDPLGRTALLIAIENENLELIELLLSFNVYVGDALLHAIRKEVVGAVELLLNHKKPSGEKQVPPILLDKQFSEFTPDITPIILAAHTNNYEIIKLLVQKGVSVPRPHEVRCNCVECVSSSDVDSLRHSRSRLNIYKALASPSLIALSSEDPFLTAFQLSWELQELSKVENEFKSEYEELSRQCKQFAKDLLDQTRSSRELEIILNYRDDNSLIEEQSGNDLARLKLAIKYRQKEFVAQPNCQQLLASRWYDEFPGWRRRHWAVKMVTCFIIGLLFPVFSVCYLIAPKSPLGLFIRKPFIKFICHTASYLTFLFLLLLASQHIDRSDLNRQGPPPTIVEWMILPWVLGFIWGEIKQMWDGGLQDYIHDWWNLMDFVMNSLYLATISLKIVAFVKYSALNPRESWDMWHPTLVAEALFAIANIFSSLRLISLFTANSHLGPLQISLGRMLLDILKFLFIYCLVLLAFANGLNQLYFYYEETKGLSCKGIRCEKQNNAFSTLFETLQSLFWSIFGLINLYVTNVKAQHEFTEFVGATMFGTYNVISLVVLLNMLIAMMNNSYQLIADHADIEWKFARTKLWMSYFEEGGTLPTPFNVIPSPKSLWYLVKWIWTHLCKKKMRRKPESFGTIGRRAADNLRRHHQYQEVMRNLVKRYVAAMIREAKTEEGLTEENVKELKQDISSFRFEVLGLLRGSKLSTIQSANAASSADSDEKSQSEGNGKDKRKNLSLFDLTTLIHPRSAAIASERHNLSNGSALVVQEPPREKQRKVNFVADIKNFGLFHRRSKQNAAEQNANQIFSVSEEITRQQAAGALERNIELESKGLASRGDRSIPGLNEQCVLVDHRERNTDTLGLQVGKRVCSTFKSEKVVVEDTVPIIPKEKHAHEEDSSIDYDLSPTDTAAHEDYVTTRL
TRPC4 block: TRPC4 (mouse) channel inhibition | Q9QUQ5 | HEK293 TRPC4beta/mu-opioid, DAMGO-evoked Fluo4 calcium flux; active compounds read low | B-score at 10 µM | 300,000 tested, 0.39% active | AID 2247;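 active = B-score over 3 SD under the library average, no early fluorescence shift, positive overall ratio signal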
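Assay system: HEK293 cells with stable TRPC4beta plus mu-opioid receptor expression; Probe or stimulus: DAMGO in two steps, submaximal then maximal; Dosing: single-point compound dosing; Measured by: Fluo4 calcium-dye fluorescence, kinetic read; Read-out basis: B score from integrated Fluo4 fluorescence ratio.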
MrgX1 antagonist: blocks BAM8-22 activation of human MrgX1 receptor; Q96LB2; MRGX1-HEK293 calcium flux, Fluo-4, BAM8-22 antagonism; active compounds read low; B-score at 10 µM; 310,000 tested, 1.3% active; AID 588676;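 active = calcium-response B-score plate-corrected more than 3 library SD below zero, starting fluorescence within 5 deviations, no agonist response on first addition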;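 note: peak minus trough fluorescence over baseline after final BAM8-22 challenge near maximal dose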
TRPC4 agonist: TRPC4 (mouse) channel activation | Q9QUQ5 | HEK293 TRPC4beta/mu-opioid, Fluo4 calcium fluorescence; active compounds read high | B-score at 10 µM | 310,000 tested, 0.49% active | AID 2237;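 active = B-score above 5 SD of library B-scores, and initial fluorescence ratio not above library mean plus 5 SD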;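 note: positive B-score marks a calcium rise read as TRPC4 activation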
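Test system: HEK293 cells stably co-expressing mouse TRPC4beta and mu-opioid receptor | Schedule: Fluo4 dye loading 45 min at room temperature, 110 s recording | Measured by: Kinetic Fluo4 calcium fluorescence, 5 s baseline at 1 Hz | Evaluation: B score of integrated ratio | Controls: Buffer (low) and maximal DAMGO (high)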
TRPC6 activator: mouse TRPC6 channel activation. Q61143. HEK293-TRPC6 membrane potential dye fluorescence; active compounds read high. B-score at 10 µM. 310,000 tested, 0.13% active;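 active = B-score of the integrated fluorescence ratio above library mean plus 3 SD, and starting fluorescence ratio within library mean plus 5 SD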;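 note: higher score means more depolarization so channel activation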
MrgX1 allo act: allosterically activates human MrgX1 receptor signaling. 310,000 tested, 0.63% active. AID 588675. MrgX1-HEK293, Fluo-4 calcium flux, FDSS; active compounds read high. Q96LB2. B-score at 10 µM;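 active = plate-corrected calcium response at least 3 library SD above typical, normal starting fluorescence, not activating the receptor alone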;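 note: compound read alongside a low EC10 to EC30 dose of BAM8-22 agonist; peak minus trough fluorescence over baseline measured at the second addition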
RGS4 inh: human RGS4 inhibition; P49798; HEK293 M3R/RGS4 inducible, Fluo-4 calcium flux; active compounds read high; triggered by carbachol at its EC20; B-score at 10 µM; 310,000 tested, 0.45% active;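 active = B-score, a plate-corrected calcium signal, over three deviations above library mean, with baseline fluorescence within five deviations of library mean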;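 note: RGS4 expression induced by doxycycline in cells with stable M3 receptor; B-score is computed from the integrated fluorescence ratio over baseline after carbachol; higher B-score means a larger calcium signal and so more RGS4 inhibition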
MrgX1 ag: agonists of human MrgX1 receptor. B-score at 10 µM. 310,000 tested, 0.44% active. AID 588627. MrgX1-HEK293 cells, Fluo-4 calcium fluorescence, agonist mode; active compounds read high. Q96LB2;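 active = calcium response B-score plate-corrected fluorescence ratio at least 3 library SD, with starting fluorescence B-score inside 5 SD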
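Test system: HEK293 cells stably expressing human MrgX1 receptor; amount: 15,000 cells per well; doses: compound delivered in addition one of three; times: overnight plating before 1 h dye loading; detection: Fluo-4 NW calcium-flux fluorescence, kinetic read; read-out basis: B-scored fluorescence response ratio; controls: positive and negative controls per plate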
Starred values were filed as active, the others as inactive; i = inactive; nt = not tested or not shown.

SMILES	TMEM16A act	TRPC6 inh	TMEM16A inh	TRPC4 potent	TRPC4 block	MrgX1 antagonist	TRPC4 agonist	TRPC6 activator	MrgX1 allo act	RGS4 inh	MrgX1 ag
CCC(=O)N1N=C(c2ccccc2)CC1c1ccccc1 (configuration not stated)	i	i	i	i	i	i	i	i	i	i	i
O=C(Cc1ccc(F)cc1)OCC(=O)c1cc2ccccc2o1	i	i	i	i	i	i	i	i	i	i	i
C=CCc1cc(OC)ccc1OCCN1CC(C)OC(C)C1 (configuration not stated)	i	i	i	i	i	i	i	i	i	i	i
COc1ccc(NS(=O)(=O)c2c(C)[nH]c(=O)[nH]c2=O)cc1OC	i	i	i	i	i	i	i	i	i	i	i
CC(CCc1ccccc1)NC(=O)c1cccs1 (configuration not stated)	i	i	i	i	i	i	i	i	i	i	i
CC1CCN(S(=O)(=O)c2ccc3c(c2)CC(C)N3C(=O)C2CCC2)CC1 (configuration not stated)	i	i	25*	i	i	i	i	i	i	i	i
Cc1ccc2nc(C)c(C(=O)NN=C3CCCCCC3)n2c1	i	i	i	i	i	i	i	i	i	i	i
CCOC(=O)C1CCN(CC(=O)c2ccc(O)c(C)c2O)CC1	i	i	i	i	i	i	i	i	i	i	i
COC(=O)c1cc(Br)c(=O)n(CCN2CCOCC2)c1	i	i	i	i	i	i	i	i	i	i	i
O=CN1CCN(C(=O)c2ccccc2F)CC1	i	i	i	i	i	i	i	i	i	i	i
Cc1c(C(=O)O)sc2nc(/C=C/c3ccccc3OC(F)F)[nH]c(=O)c12	i	i	i	i	i	i	i	i	i	i	i
CCOC(=O)CC/C(=N\NC(N)=O)c1ccc(OC)c(Cl)c1	i	i	i	i	i	i	i	i	i	i	i
O=C(c1ccco1)N1CCN(c2nnc(-c3ccccc3)c3ccccc23)CC1	i	i	i	i	i	i	i	i	i	i	i
COC(=O)c1c(C)[nH]c(C(=O)OCC(=O)NCC(C)C)c1C	i	i	i	i	i	i	i	i	i	i	i
COc1ccc2[nH]cc(C(=O)CN3CCCCC3C)c2c1 (configuration not stated)	nt	i	nt	i	i	nt	i	i	nt	i	nt
O=C(CCN1C(=O)c2ccccc2S1(=O)=O)N1CCN(c2ccccc2)CC1	i	i	i	i	i	i	i	i	i	i	i
CC(C)(C)C1CCC(C(=O)Nc2ccccc2)CC1 (configuration not stated)	i	i	i	i	i	i	i	i	i	i	i
C=CCn1c(CCNC(=O)c2ccccc2F)nnc1SCC(=O)Nc1ccccc1F	i	i	i	i	i	i	i	i	i	i	i
O=C(CCNS(=O)(=O)c1cccs1)N1CCCCCC1	i	i	i	i	i	i	i	i	i	i	i
CCc1ccccc1N1C(=O)CC(N2CCc3ccccc32)C1=O (configuration not stated)	i	i	i	i	i	i	i	i	i	i	i
CCN(CC)C(=O)CCSc1nnc(-c2ccncc2)o1	i	i	i	i	i	i	i	i	i	i	i
CCCCOC(=O)Nc1cccc(Cl)c1C	i	i	i	i	i	i	i	i	i	i	i
CCOc1ccc(S(=O)(=O)N2CCN(C(=O)c3cccn3C)CC2)cc1	i	i	i	i	i	i	i	i	i	i	i
COC(/C=C/Nc1ccc(C)cc1)=C(C#N)C#N	i	i	i	i	i	i	i	i	i	i	i
O=S(=O)(N/N=C\c1ccc2c(c1)OCO2)c1ccc(F)cc1	i	i	i	i	i	i	i	i	i	i	i
CCOc1cc(S(=O)(=O)NCCN2CCOCC2)c(C)cc1C	i	i	i	i	i	i	i	i	i	i	i
COCCn1c(SCC(=O)NCc2ccc3c(c2)OCO3)nnc1-c1c[nH]c2ccccc12	i	i	i	i	i	i	i	i	i	i	i
CC(=O)C1=C(O)C(=O)N(c2cccc(Br)c2)C1c1ccccc1Cl (configuration not stated)	i	i	i	i	i	i	i	i	i	i	i
CCCn1c(NC(=O)c2ccc(Cl)c(S(=O)(=O)N3CCCC3)c2)nc2ccccc21	i	i	i	32*	-7*	i	i	i	i	i	i
O=C(NCc1ccco1)/C(=C/c1ccco1)NC(=O)c1ccco1	i	i	i	i	i	i	i	i	i	i	i
C[n+]1cnn2c1SCC1(COC1)C2	i	i	i	i	i	i	i	i	i	i	i
C[Si](C)(C)n1ccnc1	i	i	i	i	i	i	i	i	i	i	i
COc1cccc(Cn2cccc(NC(=O)Nc3ccc(C#N)cc3)c2=O)c1	i	i	i	i	i	i	i	i	i	i	i
O=C(/C=C/c1ccc([N+](=O)[O-])cc1)N1CCN(c2ccccc2F)CC1	i	i	i	i	i	i	i	i	i	i	i
COC(=O)c1ccc(C2NC(=S)N(c3ccccc3)C(C)=C2C(=O)Nc2ccccc2OC)cc1 (configuration not stated)	i	i	i	i	i	i	i	i	i	i	i
CC(=O)N1CCC(=NNC(=O)c2cccs2)CC1	i	i	i	i	i	i	i	i	i	i	i
CCCCOc1cccc(C(=O)N(Cc2ccco2)C2CCS(=O)(=O)C2)c1 (configuration not stated)	i	i	i	i	i	i	i	i	i	i	i
CS(=O)(=O)NN1C(=O)c2ccccc2NC1c1c[nH]c2ccccc12 (configuration not stated)	i	i	i	i	i	i	i	i	i	i	i
Cc1nc(SCc2ccc(Cl)c(Cl)c2)n[nH]1	i	i	i	i	i	i	i	i	i	i	i
O=C(NC1CCCCC1)N(Cc1ccc(F)cc1)Cc1nc2ccccc2c(=O)[nH]1	i	i	i	i	i	i	i	i	i	i	i
COc1ccc(/C(O)=C2\C(=O)C(=O)N(c3cc(C)on3)C2c2ccccc2OC)cc1 (configuration not stated)	i	i	i	i	i	i	i	i	i	i	i
CCOc1cc(/C=C(\C#N)c2[nH]nc(N)c2C#N)ccc1O	i	i	i	i	i	i	i	i	i	i	i
CC(=O)/C=C/c1ccccc1Oc1c(F)c(F)nc(F)c1F	i	i	i	i	i	i	i	i	i	i	i
O=C(Cn1c(=O)sc2ccccc21)Nc1nc2c(s1)CCCC2	i	i	i	i	i	i	i	i	i	i	i
O=C1CCCc2nn(-c3ccccc3)c(-c3ccncc3)c21	i	i	i	i	i	i	i	i	i	i	i
CC(C)n1c(NCc2ccc(N(C)C)cc2)nc2ccccc21	i	i	i	i	i	i	i	i	i	i	i
c1ccc(CCNc2nc(-c3ccncc3)cs2)cc1	i	i	i	i	i	i	i	i	i	i	i
O=C(c1ccco1)N(CCC(c1ccccc1)c1ccco1)Cc1ccccc1 (configuration not stated)	i	i	i	i	i	i	i	i	i	i	i
Cc1ccccc1COC(=O)c1nn(-c2ccccc2)nc1N	i	i	i	i	i	i	i	i	i	i	i
COc1ccccc1NC(=O)c1csc2c1CCCC2	i	i	i	i	i	i	i	i	i	i	i
Cc1ccc(N2CC(C(=O)Nc3nnc(SCc4ccccn4)s3)CC2=O)cc1 (configuration not stated)	i	i	i	i	i	i	i	i	i	i	i
C=CCN1CCN(C(c2cccc(OC)c2OC)c2nnnn2CCC(C)C)CC1 (configuration not stated)	i	i	i	i	-7*	i	i	i	i	i	i
COC(=O)c1c(SCc2cccc3ccccc23)nc(=O)[nH]c1C	i	i	i	i	i	i	i	i	i	i	i
O=c1c(C(c2ccc(Br)cc2)c2c(O)nc3n(c2=O)CCCS3)c(O)nc2n1CCCS2	i	i	i	i	i	i	i	i	i	i	i
CCCCCCCc1c(C#N)c(N)[nH]c(=S)c1C#N	i	i	i	i	i	i	i	i	i	i	i
COc1ccc(/C=N/NC(=O)CNC(=O)c2ccc(S(=O)(=O)N3CCOCC3)cc2)c(OC)c1	i	i	i	i	i	i	i	i	i	i	i
COC(=O)c1cccc(NC(=O)CSc2nnc(C)o2)c1	i	i	i	i	i	i	i	i	i	i	i
COc1c2c(nc3occc13)C(CCC(C)(C)O)(OC)C(O)CC2 (configuration not stated)	nt	i	i	i	i	i	i	i	i	i	i
N=C1S/C(=C\c2ccc(-c3ccccc3C(=O)O)o2)C(=O)N1c1ccc2c(c1)OCO2	i	i	nt	i	i	nt	i	i	nt	i	nt
CCN1CCN(C(=O)/C=C/c2c(F)cccc2Cl)CC1	i	i	i	i	i	i	i	i	i	i	i

Entries from the list above that contain a COOH group (2):
SMILES	TMEM16A act	TRPC6 inh	TMEM16A inh	TRPC4 potent	TRPC4 block	MrgX1 antagonist	TRPC4 agonist	TRPC6 activator	MrgX1 allo act	RGS4 inh	MrgX1 ag
Cc1c(C(=O)O)sc2nc(/C=C/c3ccccc3OC(F)F)[nH]c(=O)c12	i	i	i	i	i	i	i	i	i	i	i
N=C1S/C(=C\c2ccc(-c3ccccc3C(=O)O)o2)C(=O)N1c1ccc2c(c1)OCO2	i	i	nt	i	i	nt	i	i	nt	i	nt

Further results follow.
SMILES	TMEM16A act	TRPC6 inh	TMEM16A inh	TRPC4 potent	TRPC4 block	MrgX1 antagonist	TRPC4 agonist	TRPC6 activator	MrgX1 allo act	RGS4 inh	MrgX1 ag
CSc1nc2ccc(NS(=O)(=O)c3ccccc3F)cc2s1	i	i	i	i	i	i	i	i	i	i	i
CC(C)c1nc(SCC(=O)N2CCCC2)c2c(=O)n(C)c(=O)n(C)c2n1	i	i	i	i	i	i	i	i	i	i	i
CN(C)c1ccc(/C=N/NC(=O)c2ccccn2)cc1	i	i	i	i	i	i	i	i	i	i	i
CC(C(=O)Nc1cccc(S(=O)(=O)N2CCOCC2)c1)N1CCN(C/C=C/c2ccccc2)CC1 (configuration not stated)	i	i	i	i	i	i	i	i	i	i	i
O=C(Cc1cccs1)NNC(=S)NC(=O)c1ccc(F)c(F)c1	i	i	i	i	i	i	60*	i	i	i	61*
CCOCCCNC(=O)c1ccc(N2CCOCC2)c(NS(=O)(=O)c2ccc(OC)cc2)c1	i	i	i	i	i	i	i	i	i	i	i
N#C/C(C(=O)N1CCOCC1)=C1\Nc2ccccc2S1	i	i	i	i	i	i	i	i	i	i	i
Cc1cc(C)n(CC(O)Cn2c3ccc(Cl)cc3c3cc(Cl)ccc32)c(=O)n1 (configuration not stated)	i	i	i	i	i	i	i	i	i	8*	i
CCCCCCNS(=O)(=O)c1ccc(Cl)s1	i	i	i	i	i	i	i	i	i	i	i

Bioassay records: PubChem BioAssay, Johns Hopkins Ion Channel Center
